# TNAP act hiacc = increases human TNAP activity under high phosphate acceptor concentration; P05186; activation factor at 20 µM; purified TNAP, CDP-star luminescence, 1 M DEA, 30 min; stronger effect = higher value; 0 = EDTA background, 1 = DMSO-only activity; 200,000 tested, under 10 active; AID 1136;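 active = activation factor at least 2 at 20 µM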
# Target sequence (P05186 whole entry, looked up): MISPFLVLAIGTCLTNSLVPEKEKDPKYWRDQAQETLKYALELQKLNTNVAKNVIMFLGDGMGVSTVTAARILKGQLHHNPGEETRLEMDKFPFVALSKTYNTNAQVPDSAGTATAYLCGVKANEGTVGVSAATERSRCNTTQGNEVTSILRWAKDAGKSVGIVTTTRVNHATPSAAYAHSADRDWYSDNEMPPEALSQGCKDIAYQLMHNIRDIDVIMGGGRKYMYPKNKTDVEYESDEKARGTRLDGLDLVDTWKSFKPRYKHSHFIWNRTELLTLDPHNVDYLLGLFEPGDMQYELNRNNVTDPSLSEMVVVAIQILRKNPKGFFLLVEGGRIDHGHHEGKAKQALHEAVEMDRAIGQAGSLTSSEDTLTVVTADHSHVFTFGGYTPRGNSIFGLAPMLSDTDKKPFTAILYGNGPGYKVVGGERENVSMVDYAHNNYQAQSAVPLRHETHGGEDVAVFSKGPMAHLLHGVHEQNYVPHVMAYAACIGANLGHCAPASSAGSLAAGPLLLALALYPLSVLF
#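 system = human TNAP | amount = enzyme diluted 1/800 final | reagent = 100 µM CDP-star substrate | signal = luminescent substrate turnover signal | dosing = one dose, 20 µM | benchmarks = EDTA negative control, DMSO positive control | measure = activation factor | timing = 30 min reaction, room temperature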
# ROMK primary = modulators of human ROMK potassium channel; B-score at 10 µM; AID 1918; 130,000 compounds, 2% hits; Tet-inducible ROMK, thallium flux fluorescence; actives lie on both sides;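 active = signal ratio slope over the read window, or its plate-corrected B-score, at least 3 SD from the plate mean, either direction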;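 note: B-score of the F/F0 ratio slope over 7 to 12 s after thallium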
# Target sequence (P48048 whole entry, looked up): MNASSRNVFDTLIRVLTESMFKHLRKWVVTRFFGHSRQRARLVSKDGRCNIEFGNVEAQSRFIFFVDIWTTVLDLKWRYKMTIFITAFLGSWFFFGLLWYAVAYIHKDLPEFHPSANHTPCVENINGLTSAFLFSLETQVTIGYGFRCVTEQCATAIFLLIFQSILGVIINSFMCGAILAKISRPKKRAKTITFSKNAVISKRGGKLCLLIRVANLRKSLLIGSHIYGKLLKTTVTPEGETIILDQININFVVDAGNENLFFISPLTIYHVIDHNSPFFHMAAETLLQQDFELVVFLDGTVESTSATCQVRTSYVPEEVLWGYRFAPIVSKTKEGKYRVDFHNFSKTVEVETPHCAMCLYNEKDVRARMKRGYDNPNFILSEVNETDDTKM
# STAT3 activator = STAT3 signaling activation | U3A cells, IL-6 STAT3-luciferase reporter, luminescence; 100% = signal with IL-6 EC80 alone | activation (% of control), % at 5.6 µM | 190,000 compounds, 0.91% hits | AID 871;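 active = activation above the screen-wide mean of compound activation plus 3 SD, cut at about 130% in these data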;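 note: 0% = background luminescence of wells with medium and substrate only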
#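 system = STAT3-luciferase reporter U3A cells | reagent = IL-6 stimulus at 33 ng/mL final | timing = 1 h compound pre-exposure, 6 h IL-6 stimulation, 37 °C | measured by = luminescence | evaluation = % activation versus median of IL-6-stimulated wells | control set = IL-6-only wells as 100% reference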
# PPARg SRC-2 ag = agonists of SRC-2 recruitment by human PPARgamma; P37231; PPARgamma LBD-SRC-2 recruitment, biochemical; activation, % at 8 µM; 200,000 compounds, 0.34% hits; AID 1032; in the data active = activation above about 22%;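 note: 0% = vehicle and 100% = reference agonist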
# bIAP act = increases bovine intestinal alkaline phosphatase activity | purified bovine IAP, CDP-star luminescence, 30 min; stronger effect = higher value; fold of DMSO-control signal, blank-subtracted | activation factor at 20 µM | 200,000 compounds, 0.17% hits;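 active = activation factor of 2 or more at 20 µM, a signal rise over negative controls twice the positive control's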
# bIAP inh = intestinal alkaline phosphatase (bovine) inhibition. 190,000 tested, under 10 active. inhibition, % at 20 µM. purified bovine IAP, CDP-star luminescence, 30 min;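 active = over 50% inhibition of intestinal alkaline phosphatase at 20 µM in the single-dose screen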
#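 Assay system: bovine IAP enzyme; medium: DEA buffer 100 mM, pH 9.8, with MgCl2 1.0 mM, ZnCl2 0.02 mM; doses: 20 µM single dose; incubation: enzyme reaction for 30 min at room temperature; detection: CDP-star luminescence signal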
# TR-FRET SRC-2 ct = flags TR-FRET format artefacts in PPARgamma SRC-2 recruitment agonist screen; 200,000 compounds, 0.4% hits; TR-FRET artefact counter-screen; stronger effect = higher value; TR-FRET ratio at 8 µM; in the data active = TR-FRET ratio above about 2000; note: inactives centre near 1500
# PPARg SRC-1 ag = PPARgamma-driven SRC-1 recruitment agonism. P37231. PPARgamma-SRC-1 coactivator recruitment biochemical assay. activation, % at 8 µM. 200,000 compounds, 0.41% hits. AID 631; in the data active = activation above about 19%;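 note: 0% = DMSO and 100% = reference agonist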
# STAT3 inh = inhibitors of IL-6 induced STAT3 signaling | U3A cells, IL-6 STAT3-luciferase reporter, luminescence; host cell line lacks STAT1 | inhibition, % at 5.5 µM | 190,000 compounds, 0.89% hits;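 active = inhibition above the mean inhibition across all screened compounds plus 3 SD, cut at about 44% in these data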;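 note: 0% = DMSO only wells and 100% = 100 µM nifuroxazide control wells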
# PPARg SRC3 recr = promotes SRC-3 coactivator recruitment by human PPARgamma. activation, % at 8 µM. biochemical PPARgamma/SRC-3 coactivator recruitment assay. AID 731. P37231. 200,000 compounds, 0.26% hits; in the data active = activation above about 23%;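 note: 0% = DMSO and 100% = reference agonist; some compounds past the cut are filed as inactive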
# STAT1 inh = STAT1 signaling inhibition. NIH 3T3 STAT1-luciferase reporter, IFN-gamma, luminescence. inhibition, % at 5.5 µM. 200,000 compounds, 0.35% hits. AID 920;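 active = inhibition above a set limit, the mean inhibition across all tested compounds plus 3 SD, cut at about 34% in these data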;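 note: 0% = IFN-gamma with DMSO and 100% = IFN-gamma with 300 µM nifuroxazide; values of inactives mirror those of a sister screen read the other way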
# The depositor's hits bear a star; / = no result given.
# Under each structure – STAT3 activator	bIAP inh	TR-FRET SRC-2 ct	PPARg SRC-2 ag	PPARg SRC-1 ag	TNAP act hiacc	ROMK primary	PPARg SRC3 recr	bIAP act	STAT3 inh	STAT1 inh
- C=CCN(CC=C)S(=O)(=O)c1ccc(NC(=S)NC(=O)/C=C/c2cccc3ccccc23)cc1
    98	16	1464	4	3	1	0.059	-1	0.8	3	-2
- O=C(COC(=O)c1ccco1)c1ccc2ccccc2c1
    96	24	1410	2	5	1	-1	-1	0.8	6	0
- Cc1ccc(CN2CCN(Cc3ccc(-n4cccn4)cc3C)CC2CCO)cc1 (stereo unspecified)
    88	0	1425	-2	-1	1	-1.1	-6	1	17	2
- Cc1noc(NS(=O)(=O)c2ccc(N3Cc4ccccc4C3=O)cc2)c1C
    109	8	1668	-2	3	1.1	/	-2	0.9	-6	-7
- CCc1ccc(/C=C2/C(=O)N(c3ccccc3)C(=S)N2CC(=O)OC)s1
    99	6	1648	6	10	0.9	/	5	0.9	-4	8
- COc1ccc2oc(=O)c(C(=O)OCC(=O)c3ccc([N+](=O)[O-])cc3)cc2c1
    97	2	1608	2	-2	1	0.98	-1	1	4	0
- Cc1ccc(N(Cc2ccccc2F)S(C)(=O)=O)cc1C
    106	6	1316	-3	-2	1	0.69	-3	0.9	-6	2
- N/C(=N\OC(=O)/C=C/c1ccccc1Cl)c1ccccn1
    43	27	1551	8	2	1	0.088	2	0.7	69*	43*
- COc1cccc(OCCOc2c(OC)cccc2OC)c1
    86	6	1491	8	3	1	/	6	0.9	19	0
- CC(C)(C)c1ccc(C(=O)Nc2sc3c(c2C(=O)O)CCC3)cc1
    74	3	1497	11	-1	1	0.23	0	1	35	3
- CNS(=O)(=O)c1ccc(NC(=O)c2ccoc2C)cc1
    102	-13	1477	-9	-5	1	0.58	5	1.1	1	-14
- Cc1ccc(C)c(NC(=S)NNC(=O)c2cc3c(s2)CCC(C)C3)c1 (stereo unspecified)
    93	-7	1450	1	2	1	/	-1	1.1	4	-3
- O=C(O)CNC(=O)CC1S/C(=N/N=C2/NC(=O)CS2)NC1=O (stereo unspecified)
    101	-4	1717	4	-4	1	-1.3	2	1	7	-4
- O=C(N/N=C/c1cc(Cl)ccc1O)C(=O)Nc1ccccc1OC(F)(F)C(F)F
    96	41	1578	-3	5	0.9	/	1	0.6	3	-15
- COc1ccc(-c2cc3nc(C)cc(C)n3n2)cc1
    156*	20	1559	10	1	1.1	-0.0079	9	0.8	-60	-37
- COc1ccccc1N/N=C(\C#N)C(=N)N1CCOCC1
    98	10	1716	6	-3	0.9	-0.38	4	0.9	5	-5
- CN(C)/C=C(\C#N)C(=O)c1cccnc1Oc1ccc(F)cc1F
    98	10	1495	-1	-2	1	/	6	0.9	5	-5
- Cc1ccc(C)c(-n2c(CNC(=O)c3ccco3)nnc2SCC(=O)Nc2nccs2)c1
    98	5	1574	11	2	1	0	1	1	6	-6
- CCCn1c(N)c(NCCN2CCOCC2)c(=O)[nH]c1=O
    108	-1	1482	2	0	1	-0.61	-1	1	-4	-7
- O=C(NCC1(N2CCOCC2)CCCCC1)c1ccc(Cl)c(S(=O)(=O)NCc2ccco2)c1
    100	-1	1491	-5	1	1	/	11	1	7	1
- COc1ccc(-c2cc(C(=O)Nc3ccccc3F)on2)cc1
    85	6	1449	0	6	1	0.026	-1	0.9	24	-29
- Cc1cc(=O)[nH]c(N/N=C/c2ccc(OC(=O)c3ccco3)cc2)n1
    95	-1	1533	-1	2	1	-1.3	-2	1	4	-7
- CCOc1ccc(/C(O)=C2/C(=O)C(=O)N(c3nc(C)c(C)s3)C2c2ccco2)cc1 (stereo unspecified)
    112	10	1562	12	11	1.1	-1.5	14	0.9	-9	-2
- CCOC(=O)C1=C(C)N(C)C(=S)NC1c1ccccc1 (stereo unspecified)
    95	-1	1418	4	4	1	/	-2	1	2	-5
- O=C(COC(=O)C1CC2C=CC1C2)NCCc1ccccc1 (stereo unspecified)
    104	-13	1577	-6	-7	1	/	-4	1.1	0	-10
- COP(=O)(CC(=O)c1ccccc1)CC(=O)c1ccccc1
    108	7	1517	2	-1	1	-0.17	3	0.9	-4	-9
- COC(=O)c1c(NC(=O)CSc2nc3nc(C)cc(C)n3n2)sc(C)c1C
    110	11	1494	7	-4	1	/	1	0.9	-12	-8
- Cc1ccc(CNc2ccc(N3C(=O)CCCC3=O)cc2[N+](=O)[O-])cc1
    97	-11	1711	3	4	0.8	0.29	0	1.1	4	11
- CCOC(=O)C1=C(C)N(c2ccccc2)C(=O)C1
    106	4	1574	11	4	1	/	3	1	-6	3
- c1cncc(-c2nc(-c3ccc4c(c3)OCO4)cs2)c1
    99	39	1682	4	8	1.1	/	0	0.6	5	-47
- CCOC(=O)c1cc(-c2ccc(C)cc2)n(CCC(=O)NCCCOC)c1C
    105	40	1551	6	4	1	-0.0033	-3	0.6	-1	1
- Cn1cc(SCC(=O)NCCc2ccccc2)c2ccccc21
    109	12	1521	-3	-5	1	-0.3	-4	0.9	-10	0
- CCOc1ccc(-n2nc3c(Cl)nnc(C)c3c2C)cc1
    87	1	1414	-1	4	1	1.1	9	1	19	5
- CCOC(=O)C(C)N1C(=O)S/C(=C/c2ccc3c(c2)n(C)c(=O)n3C)C1=O (stereo unspecified)
    79	-32	1533	3	4	1	-1.2	3	1.3	27	12
- Nc1nc(CN2CCN(c3cccc(Cl)c3)CC2)nc(N2CCCc3ccccc32)n1
    102	5	1711	10	7	1.1	/	5	0.9	2	-1
- CCn1c(SCC(=O)OC)nnc1C1CCCCC1
    102	3	1576	-3	3	1.1	/	6	1	1	-5
- O=C(c1cc(-c2ccccc2)on1)N1CCN(Cc2ccc3c(c2)OCO3)CC1
    102	6	1387	0	6	1	-1.4	-1	0.9	0	-5
- CC1(C)CC(=O)C=C(Nc2ccc(Br)cn2)C1
    93	6	1612	9	13	1.1	-0.00053	12	0.9	12	2
- Nc1ccc(S(=O)(=O)NC2=NCCCCC2)cc1N
    100	9	1586	3	4	1	-0.42	11	0.9	-1	-4
- COc1ccc(/C=C/c2cc[n+](C(=O)Cc3ccccc3)cc2)cc1
    93	7	1609	-2	1	1	-0.77	1	0.9	10	1

# Quoted at random: two records from the list
# Under each structure – STAT3 activator	bIAP inh	TR-FRET SRC-2 ct	PPARg SRC-2 ag	PPARg SRC-1 ag	TNAP act hiacc	ROMK primary	PPARg SRC3 recr	bIAP act	STAT3 inh	STAT1 inh
- Cn1cc(SCC(=O)NCCc2ccccc2)c2ccccc21
    109	12	1521	-3	-5	1	-0.3	-4	0.9	-10	0
- CCOc1ccc(-n2nc3c(Cl)nnc(C)c3c2C)cc1
    87	1	1414	-1	4	1	1.1	9	1	19	5

# The listing continues:
# Under each structure – STAT3 activator	bIAP inh	TR-FRET SRC-2 ct	PPARg SRC-2 ag	PPARg SRC-1 ag	TNAP act hiacc	ROMK primary	PPARg SRC3 recr	bIAP act	STAT3 inh	STAT1 inh
- C/C(=N\NC(=S)NCc1ccccc1)c1ccc2c(c1)OCCO2
    97	3	1750	9	1	1	-0.51	2	1	11	-8
- Cc1c(/C=N/N=C2\CCC3C4CCc5cc(O)ccc5C4CCC23C)cnn1C (stereo unspecified)
    96	12	1479	9	0	1.1	-0.57	9	0.9	5	2
- COc1ccc(O)c(C(=O)c2cc(C#N)c(=O)n(CCN3CCOCC3)c2)c1
    97	11	1532	-2	-1	0.9	-0.085	2	0.9	7	-4
- COc1ccc(-c2nnc(SCC(=O)c3cccs3)n2-c2ccc(Cl)cc2)cc1
    101	1	1493	14	4	1	-0.15	2	1	-4	8
- CCc1nnc(NC(=O)c2ccc3nc(CC)c(CC)nc3c2)s1
    98	8	1696	-7	10	1	0.43	0	0.9	4	-2
- COc1ccc(C2(CNC(C)=O)CCCC2)cc1OC
    105	9	1319	-4	4	1.1	0.049	0	0.9	-5	2
- COC(=O)c1c(C)[nH]c(C(=O)/C=C/c2cccc(Cl)c2)c1C
    96	16	1560	2	-5	1	/	1	0.8	7	-9
- O=C(Cn1nc(Cc2cccnc2)c2ccccc2c1=O)NCc1ccc2c(c1)OCO2
    103	10	1625	14	6	1	/	-5	0.9	5	5
- O=C(CCC1COc2ccccc2O1)Nc1ncccc1O (stereo unspecified)
    107	12	1505	4	2	1	/	7	0.9	-5	-5
- Cc1ccccc1CN(C)CC(=O)Nc1ccccc1-c1ccccc1
    94	0	1671	8	2	1	0.31	2	1	9	6
- Cc1[nH]c(=O)[nH]c(=O)c1/C=N/NC(=O)[C@@H](NC(=O)OC(C)(C)C)C(C)C
    104	-20	1755	4	8	1.1	/	2	1.2	5	-1
- N#CCSc1nnc(-c2sc3ccccc3c2Cl)o1
    91	-5	1537	15	14	1	-0.061	10	1.1	12	-9
- CCOc1ccc(C2=NNC(c3cccs3)=Nc3ccc(OC)cc32)cc1OCC
    91	6	1321	1	-2	1	/	16	0.9	14	9
- Cc1cc(N2CCOCC2)n2nc(-c3cccc(F)c3)cc2n1
    109	10	1377	-2	-4	1	/	-2	0.9	-6	-8
- O=C(c1cccc([N+](=O)[O-])c1)c1cc2ccccc2o1
    87	-28	1344	-3	2	1	-0.15	1	1.3	14	-10
- CCC(Nc1nc(-c2ccccc2)nc2ccccc12)C(=O)O (stereo unspecified)
    85	11	1645	-1	-1	1	0.28	-3	0.9	18	6
- CCc1ccc2nc(N)sc2c1
    96	0	1626	5	4	1	-0.37	1	1	7	-9
- Cc1c(Cl)cccc1NC(=S)NC1CC1
    96	-12	1529	-3	-4	1	/	-3	1.1	5	0
- CCOC(=O)C1(CCOC)CCN(Cc2ccc(C(=O)OC)cc2)CC1
    108	-16	1347	-3	1	1	/	-1	1.2	-6	-7
- CCC(C)COC(=O)c1ccc(C(=O)O)cc1 (stereo unspecified)
    104	-1	1648	9	0	1	0.8	-3	1	-1	-9
- CCOC(=O)C1=C(CSc2nc(C)cc(C)c2C#N)OC(N)=C(C#N)C1c1cccs1 (stereo unspecified)
    106	5	1760	0	4	1	0.51	4	0.9	-4	12
- CC(C)c1nc2sc3c(c2c(=O)o1)CCCC3
    101	-1	1515	-6	-7	1	-0.64	-2	1	2	0
- CCOC(=O)C(NC(C)=O)(Nc1ccc(S(=O)(=O)Nc2ncccn2)cc1)C(F)(F)F (stereo unspecified)
    103	-9	1539	-2	-5	1	-0.18	2	1.1	0	-12
- NC(=O)c1ccccc1OCCOCCOCCOc1ccccc1C(N)=O
    98	2	1452	-1	-4	1	-0.82	7	1	5	7
- CNc1nc(Cl)nc(Nc2ccccc2)n1
    111	-25	1405	4	-2	1	0.0096	-1	1.3	-14	-8
- O=C(NNC(=O)C1CC=CCC1C(=O)O)c1cccs1 (stereo unspecified)
    105	-16	1541	3	3	1	0.42	-1	1.2	-4	-12

# From PubChem BioAssay
